Assay outcomes: PubChem, several laboratories
Scp1 inh = Scp-1 (human) phosphatase inhibition | Recombinant Scp1, phosphopeptide, malachite green phosphate absorbance | AID 493091 | Q9GZU7 | inhibition, % at 20 µM | 340,000 tested, 0.88% active;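 active = inhibition above about 50% at 20 µM, limit read from the data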;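 also: plate controls were DMSO wells with enzyme for no effect and wells lacking enzyme for full effect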
Target sequence (Q9GZU7 76-261 limits assumed): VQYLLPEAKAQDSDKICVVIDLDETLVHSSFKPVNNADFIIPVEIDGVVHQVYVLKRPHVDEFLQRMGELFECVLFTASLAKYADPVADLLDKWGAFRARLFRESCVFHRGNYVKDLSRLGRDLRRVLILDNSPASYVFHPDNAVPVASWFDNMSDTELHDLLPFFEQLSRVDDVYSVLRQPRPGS
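Times: enzyme reaction 45 min at room temperature, colour 5 min, stabilisation 30 min. Material: SCP-1 catalytic fragment, aa 76-261. Medium: Acidic Tris acetate buffer with magnesium and detergent. Signal: colorimetric free-phosphate detection, absorbance 630 nm. Read-out basis: % inhibition of SCP-1 phosphate liberation. Reagent: Phosphorylated 17-residue peptide substrate.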
SUMO1 PPI mod = SUMO1-SIM interaction modulation; P63165; SUMO1 binding to a labelled peptide, TR-FRET, 1 h; inhibition, % at 20 µM; 360,000 tested, 0.33% active; AID 602429; in the data active = inhibition above about 37%
Target sequence (P63165 whole entry, looked up): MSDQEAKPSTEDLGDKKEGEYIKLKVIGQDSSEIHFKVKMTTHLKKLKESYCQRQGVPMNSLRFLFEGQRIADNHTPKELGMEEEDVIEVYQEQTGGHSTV
DNMT1 inh = blocks human DNA methyltransferase DNMT1; P26358; DNMT1 molecular beacon, Hinp1I cleavage, fluorescence; inhibition (reported as % activation of signal), % at 10 µM; 360,000 tested, 0.83% active; in the data active = inhibition above about 50%
LMPTP block = blocks human LMPTP phosphatase | recombinant LMPTP-A, OMFP fluorogenic substrate, fluorescence intensity | P24666 | 360,000 tested, 0.22% active | inhibition, % at 20 µM | AID 651560;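 active = compounds that cut the enzyme signal by at least half of the control window in the single-dose screen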;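 also: plate controls were DMSO wells with enzyme plus substrate for no effect and substrate without enzyme for full effect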
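Assay system: LMPTP-A, protein tyrosine phosphatase of low molecular weight / Medium: pH 6.0 Bis-Tris buffer with DTT and Triton X-100 / Schedule: 50 min enzyme reaction at room temperature, protected from light / Measured by: endpoint fluorescence intensity from OMFP dephosphorylation / Read-out basis: % inhibition relative to no-enzyme and uninhibited control wells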
Neddylation inh = blocks human cullin neddylation; AID 651699; P61081+Q13564; calls only at 25 µM; 360,000 tested, 0.58% active; TR-FRET cullin neddylation, biochemical; in the data active = inhibition above about 36%
Target sequence (P61081 whole entry, looked up): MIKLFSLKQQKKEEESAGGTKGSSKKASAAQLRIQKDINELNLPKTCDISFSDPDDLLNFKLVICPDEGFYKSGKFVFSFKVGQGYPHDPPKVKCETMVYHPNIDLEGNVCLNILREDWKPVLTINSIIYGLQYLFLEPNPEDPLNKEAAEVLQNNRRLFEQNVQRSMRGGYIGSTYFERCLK
Target sequence (Q13564 whole entry, looked up): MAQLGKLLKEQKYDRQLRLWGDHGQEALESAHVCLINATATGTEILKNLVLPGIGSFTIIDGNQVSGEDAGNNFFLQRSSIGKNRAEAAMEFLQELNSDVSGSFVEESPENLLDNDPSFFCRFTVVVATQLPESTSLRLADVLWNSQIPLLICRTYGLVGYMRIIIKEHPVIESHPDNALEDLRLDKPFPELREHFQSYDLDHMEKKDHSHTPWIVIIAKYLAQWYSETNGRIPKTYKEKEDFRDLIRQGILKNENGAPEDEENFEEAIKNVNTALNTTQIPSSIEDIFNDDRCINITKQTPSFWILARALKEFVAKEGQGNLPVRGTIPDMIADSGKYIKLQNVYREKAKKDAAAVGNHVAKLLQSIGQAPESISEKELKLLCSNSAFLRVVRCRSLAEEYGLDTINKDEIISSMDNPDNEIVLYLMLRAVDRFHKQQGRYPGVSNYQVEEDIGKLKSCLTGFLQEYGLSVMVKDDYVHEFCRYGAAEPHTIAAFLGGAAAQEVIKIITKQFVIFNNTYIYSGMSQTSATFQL
STEP inh = blocks human striatal-enriched tyrosine phosphatase; recombinant STEP, OMFP fluorogenic substrate, fluorescence; inhibition, % at 20 µM; 360,000 tested, 0.25% active; AID 588621;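 active = inhibition at 20 µM, scaled per plate between control wells, above about 37%, limit read from the data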;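 also: 0% = DMSO with enzyme and substrate and 100% = substrate only without enzyme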
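Material: STEP (striatal-enriched tyrosine phosphatase) enzyme, cell-free; Compound dosing: 20 µM single dose in 1% DMSO; Technique: fluorescence read at 480 nm ex / 540 nm em; Times: reaction 20 min, ambient temperature; Medium: 50 mM Bis-Tris pH 6.0 with 2.5 mM DTT and 0.005% Tween 20; Also added: OMFP at 25 µM.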
NadD block = inhibitors of Staphylococcus aureus NadD; inhibition, % at 20 µM; purified NadD enzyme, colorimetric absorbance read-out; 360,000 tested, 0.78% active; in the data active = inhibition above about 26%; also: some compounds past the cut are filed as inactive
TbMetRS inhib = Trypanosoma brucei MetRS inhibition; inhibition, % at 11.9 µM; 360,000 tested, 0.4% active; purified T. brucei MetRS, ATP depletion, Kinase-Glo luminescence; AID 624268;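 active = inhibition above a per-plate cutoff of the control wells' mean inhibition plus 3 SD, cut at about 5.5% in these data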;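 also: 0% = DMSO wells median and 100% = median of wells with control inhibitor compound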
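System: purified T. brucei MetRS enzyme / Detection: Kinase-Glo luciferase luminescence reporting remaining unconsumed ATP / Medium: HEPES buffer with MgCl2, KCl, DTT, spermine, BSA, pyrophosphatase / Replication: singlicate, one well per compound / Evaluation: percent inhibition relative to median high and low control wells / Schedule: 2 h aminoacylation at 25 °C after 15 min preincubation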
CendR NRP1 mod = modulators of CendR peptide binding to human neuropilin-1; O14786; FAM-RPARPAR peptide binding to NRP-1, fluorescence polarization; inhibition, % at 25 µM; 360,000 tested, 0.85% active; AID 602438;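 active = inhibition or corrected inhibition above about 18%, plus a signal ratio from 0.5 to 1.5, limit read from the data, passing the limit was not always enough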; also: strong numbers were not always called active
SKN-1 inh = C. elegans SKN-1 inhibition | inhibition, % at 21.8 µM | 360,000 tested, 0.49% active | C. elegans VP596 Pgst-4::GFP/RFP ratio, acrylamide-induced, 24 h;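 active = interference check ratio from 0.5 to 1.5 plus GFP to RFP signal ratio inhibition reaching or exceeding a fixed threshold, cut at about 30% in these data, passing the limit was not always enough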; also: some compounds called inactive have numbers as strong as hits
* = called active by the depositor.

`O=[N+]([O-])c1ccc(C2=Nn3cnnc3SC2)cc1` gave Scp1 inh 2, SUMO1 PPI mod -30, DNMT1 inh -7, LMPTP block -1.6, Neddylation inh inactive, STEP inh -3, NadD block -4, TbMetRS inhib -0.1, CendR NRP1 mod -6 and SKN-1 inh 5.
OC[C@@H]1[C@@H](c2ccccc2)C(c2cccc(Cl)c2)=NN1c1ccccc1 was read as Scp1 inh -4, SUMO1 PPI mod -3, DNMT1 inh -17, LMPTP block 3.6, STEP inh -4, NadD block -5, TbMetRS inhib -0.9, CendR NRP1 mod -13 and SKN-1 inh 22.
For O=C(COC(=O)c1cccc(Br)c1)NCCC1=CCCCC1 the results were Scp1 inh -7, SUMO1 PPI mod 5, DNMT1 inh 6, LMPTP block -1.1, Neddylation inh inactive, STEP inh 0, NadD block -9, TbMetRS inhib -0.7, CendR NRP1 mod -7 and SKN-1 inh -7.
Screening COc1ccc(C(CNC(=O)c2ccc(OCc3ccccc3)cc2)N2CCOCC2)cc1 (centres undefined) returned Scp1 inh 5, SUMO1 PPI mod 0, DNMT1 inh 0, LMPTP block 0.3, Neddylation inh inactive, STEP inh 2, NadD block -3, TbMetRS inhib 0.2, CendR NRP1 mod 6 and SKN-1 inh 9.
`CCc1cc(C(=O)N2CCCC(C(=O)c3ccc(Cl)cc3)C2)no1` (centres undefined) gave Scp1 inh 1, SUMO1 PPI mod 1, DNMT1 inh -1, LMPTP block 0.2, Neddylation inh inactive, STEP inh 0, NadD block -5, TbMetRS inhib -0.1, CendR NRP1 mod 0 and SKN-1 inh -6.
COc1ccccc1NC(=O)Cn1cc(C(=O)C(=O)N2CCOCC2)c2ccccc21 was read as Scp1 inh -4, SUMO1 PPI mod -6, DNMT1 inh -2, LMPTP block -0.1, Neddylation inh inactive, STEP inh 2, NadD block 5, TbMetRS inhib 0.0, CendR NRP1 mod -4 and SKN-1 inh 16.
Screening Cc1ccccc1-n1ncc(C(C)NC(=O)c2ccccc2)c1C (centres undefined) returned Scp1 inh 1, SUMO1 PPI mod 2, DNMT1 inh -1, LMPTP block -1.2, Neddylation inh inactive, STEP inh 0, NadD block -1, TbMetRS inhib -0.6, CendR NRP1 mod 4 and SKN-1 inh -3.
`O=C1CCC[C@@H]2C[C@@]3(C[C@@H]4CCN1[C@H]24)Nc1cc(Cl)c(Cl)cc1NC3=NCc1ccccc1` gave Scp1 inh 3, SUMO1 PPI mod 7, DNMT1 inh -26, LMPTP block 3.9, Neddylation inh inactive, STEP inh 0, NadD block 12, TbMetRS inhib 0.5, CendR NRP1 mod 2 and SKN-1 inh 5.
`Cc1[nH]c2ccc(F)cc2c1CCN(Cc1ccncc1)C(=S)Nc1ccccc1` gave Scp1 inh -4, SUMO1 PPI mod 4, DNMT1 inh -25, LMPTP block -0.4, Neddylation inh inactive, STEP inh -2, NadD block 5, TbMetRS inhib 0.4, CendR NRP1 mod -5 and SKN-1 inh 10.
Cc1ccc(N=C2NC(=O)S/C2=C\c2ccco2)cc1 was read as Scp1 inh 97*, SUMO1 PPI mod -3, DNMT1 inh 4, LMPTP block 63*, Neddylation inh inactive, STEP inh 35, NadD block 0, TbMetRS inhib -0.2, CendR NRP1 mod -58 and SKN-1 inh 7.
Screening Cc1ccc(C)c(NC(=O)C2CCN(C(=O)c3cccs3)CC2)c1 returned Scp1 inh 2, SUMO1 PPI mod 5, DNMT1 inh 3, LMPTP block -0.3, Neddylation inh inactive, STEP inh 0, NadD block 2, TbMetRS inhib -0.6, CendR NRP1 mod 3 and SKN-1 inh -3.
For COC(=O)COc1ccc(-n2cnnn2)cc1 the results were Scp1 inh -7, SUMO1 PPI mod 0, DNMT1 inh 5, LMPTP block 0.2, Neddylation inh inactive, STEP inh -2, NadD block 4, TbMetRS inhib -0.1, CendR NRP1 mod 17 and SKN-1 inh 0.

Structures listed so far containing a Cl atom, in the order listed:
OC[C@@H]1[C@@H](c2ccccc2)C(c2cccc(Cl)c2)=NN1c1ccccc1 was read as Scp1 inh -4, SUMO1 PPI mod -3, DNMT1 inh -17, LMPTP block 3.6, STEP inh -4, NadD block -5, TbMetRS inhib -0.9, CendR NRP1 mod -13 and SKN-1 inh 22.
`CCc1cc(C(=O)N2CCCC(C(=O)c3ccc(Cl)cc3)C2)no1` (centres undefined) gave Scp1 inh 1, SUMO1 PPI mod 1, DNMT1 inh -1, LMPTP block 0.2, Neddylation inh inactive, STEP inh 0, NadD block -5, TbMetRS inhib -0.1, CendR NRP1 mod 0 and SKN-1 inh -6.
`O=C1CCC[C@@H]2C[C@@]3(C[C@@H]4CCN1[C@H]24)Nc1cc(Cl)c(Cl)cc1NC3=NCc1ccccc1` gave Scp1 inh 3, SUMO1 PPI mod 7, DNMT1 inh -26, LMPTP block 3.9, Neddylation inh inactive, STEP inh 0, NadD block 12, TbMetRS inhib 0.5, CendR NRP1 mod 2 and SKN-1 inh 5.

Carrying on:
`Cc1ccc(NC(=O)CN(C)C(=O)CSc2nnc(C)s2)cc1` gave Scp1 inh -8, SUMO1 PPI mod 3, DNMT1 inh 5, LMPTP block -1.1, Neddylation inh inactive, STEP inh 2, NadD block -1, TbMetRS inhib -0.1, CendR NRP1 mod 9 and SKN-1 inh 17.
`O=C(CN1CCN(Cc2ccc(F)cc2Cl)C1=O)NCc1cccs1` gave Scp1 inh -5, SUMO1 PPI mod -2, DNMT1 inh 0, LMPTP block -1.2, Neddylation inh inactive, STEP inh 0, NadD block -2, TbMetRS inhib -0.5, CendR NRP1 mod -2 and SKN-1 inh -17.
For COC(=O)N1CCCC(c2cc(C(=O)Nc3ccccc3Cl)no2)C1 (centres undefined) the results were SUMO1 PPI mod 4, DNMT1 inh -5, LMPTP block -0.8, Neddylation inh inactive, STEP inh -2, NadD block -1, TbMetRS inhib -0.2, CendR NRP1 mod 9 and SKN-1 inh 12.
Screening CCc1nc(N2CCN(S(=O)(=O)c3ccc(Br)cc3)CC2)c2c(C)c(C)sc2n1 returned Scp1 inh 14, SUMO1 PPI mod 2, DNMT1 inh -3, LMPTP block 4.0, Neddylation inh inactive, STEP inh 5, NadD block 20, TbMetRS inhib -1.2, CendR NRP1 mod -19 and SKN-1 inh 0.
`Cc1cccc(C)c1-n1nnnc1C(c1ccnc2ccccc12)N(C)Cc1ccccc1` (centres undefined) gave SUMO1 PPI mod 3, LMPTP block 3.7, Neddylation inh inactive, NadD block -4, TbMetRS inhib -0.6, CendR NRP1 mod -10 and SKN-1 inh 1.
Cc1cc(NC(=O)c2ccccc2C)n(-c2cccc(F)c2)n1 was read as Scp1 inh 0, SUMO1 PPI mod -1, DNMT1 inh 1, LMPTP block -1.9, Neddylation inh inactive, STEP inh 3, NadD block -6, TbMetRS inhib -1.1, CendR NRP1 mod 2 and SKN-1 inh -18.
O=c1cc(CN2CCCCCCC2)c2ccccc2o1 was read as SUMO1 PPI mod -20, DNMT1 inh 22, LMPTP block 53*, Neddylation inh inactive, STEP inh 5, NadD block 9, TbMetRS inhib 0.4, CendR NRP1 mod -1 and SKN-1 inh 12.
`O=C(COC(=O)CCc1c[nH]c(=O)[nH]1)Nc1cccc(Cl)c1` gave Scp1 inh -3, SUMO1 PPI mod -5, DNMT1 inh -5, LMPTP block -1.3, Neddylation inh inactive, STEP inh -1, NadD block -2, TbMetRS inhib 0.4, CendR NRP1 mod -10 and SKN-1 inh 8.
For Cc1nc(Cc2nnc(SC(C)C(=O)N3c4ccccc4NC(=O)C3(C)C)o2)cs1 (centres undefined) the results were Scp1 inh 1, SUMO1 PPI mod 5, DNMT1 inh 2, LMPTP block -1.9, Neddylation inh inactive, STEP inh -1, NadD block 1, TbMetRS inhib -0.3, CendR NRP1 mod 3 and SKN-1 inh -19.
For Cc1ccc(C)c(S(=O)(=O)N2CCCC2CNC(=O)C(=O)NCCN2CCOCC2)c1 (centres undefined) the results were Scp1 inh -3, SUMO1 PPI mod 1, DNMT1 inh 1, LMPTP block -1.0, Neddylation inh inactive, STEP inh 4, NadD block -2, TbMetRS inhib -0.1, CendR NRP1 mod 7 and SKN-1 inh -6.
Screening Cc1cc(C)cc(N2C(=O)C3C4C=CC(C4)C3C2=O)c1 (centres undefined) returned Scp1 inh -12, SUMO1 PPI mod 1, DNMT1 inh -2, LMPTP block -2.3, Neddylation inh inactive, STEP inh 0, NadD block 8, TbMetRS inhib -0.2, CendR NRP1 mod 3 and SKN-1 inh 3.
`N#Cc1ccsc1NC(=O)COC(=O)C1=NNC(=O)CC1` gave Scp1 inh 71*, SUMO1 PPI mod 38*, DNMT1 inh 29, LMPTP block 62*, Neddylation inh inactive, STEP inh 0, NadD block 12, TbMetRS inhib 0.7, CendR NRP1 mod -30 and SKN-1 inh -7.
O=C(c1cc2nc(-c3ccco3)cc(C(F)(F)F)n2n1)N1CCN(c2ccccc2)CC1 was read as Scp1 inh 0, SUMO1 PPI mod -3, DNMT1 inh -2, LMPTP block -1.0, Neddylation inh inactive, STEP inh 6, NadD block 2, TbMetRS inhib 0.1, CendR NRP1 mod -4 and SKN-1 inh 7.
Screening Nc1c(C(=O)N2CCOCC2)oc2ccccc12 returned Scp1 inh -5, SUMO1 PPI mod -8, DNMT1 inh 7, LMPTP block 0.8, Neddylation inh inactive, STEP inh -1, NadD block 3, TbMetRS inhib -0.1, CendR NRP1 mod -6 and SKN-1 inh -2.
Screening CCOC(=O)c1c(NC(=O)COC(=O)c2ccc(Cl)nc2)sc(C)c1C returned SUMO1 PPI mod -7, DNMT1 inh 12, LMPTP block -0.4, Neddylation inh inactive, STEP inh 0, NadD block 3, TbMetRS inhib -0.2, CendR NRP1 mod 3 and SKN-1 inh 13.
Screening Clc1ccc(OCCCCN2CCc3ccccc3C2)cc1 returned Scp1 inh 1, SUMO1 PPI mod -1, DNMT1 inh 5, LMPTP block 1.2, Neddylation inh inactive, STEP inh 1, NadD block -4, TbMetRS inhib -0.5, CendR NRP1 mod 5 and SKN-1 inh 3.
For CC1Cc2ccccc2N1C(=O)CCn1cccn1 (centres undefined) the results were Scp1 inh -7, SUMO1 PPI mod 6, DNMT1 inh -3, LMPTP block -1.1, Neddylation inh inactive, STEP inh 0, NadD block 0, TbMetRS inhib -0.6, CendR NRP1 mod 6 and SKN-1 inh 10.
`CCCCNC1=CC(=O)C(NCCCC)=CC1=O` gave Scp1 inh -2, SUMO1 PPI mod -37, DNMT1 inh -6, LMPTP block 1.8, Neddylation inh inactive, STEP inh 0, NadD block 4, TbMetRS inhib -0.1, CendR NRP1 mod 0 and SKN-1 inh 18.
